AT treatment – potential ataxia-telangiectasia treatment; […] A-T fibroblasts, KAP-1 phosphorylation AlphaLISA; neocarzinostatin DNA damage 30 min before lysis; Potency, µM (series often up to 57.5 µM), for inactives: at the top dose activation, hits mostly activators; hit rate 0.19% among 320,000; AID 485349; further: potency means the concentration at half of the fitted maximal effect; % of control where 0% means no effect; nearly all actives have a fitted effect of over 45% in size
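ATM-like activity read as KAP-1 phosphorylation via AlphaLISA donor/acceptor antibody pairs after lysis and 6 hr at 25C. Cells were ATM-null patient fibroblasts ([…], hTERT), dosed 60 min, then exposed to the DSB inducer NCS for 30 min.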
TSHR antagonist – antagonists of human thyroid stimulating hormone receptor. P16473. TSHR-expressing cells, TSH-stimulated cAMP HTRF, 2 h; hits give low values. activity change, negative = inhibition, % at 11.5 µM. hit rate 0.2% among 330,000. AID 504810;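 active means activity change below a set negative limit, meaning inhibition stronger than a set level, cut at about -70% in these data; inconclusive means activity change between two set negative limits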; further: on the % scale 0 is the no-effect control and ±100 the full control effect
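Competitive HTRF cAMP read-out (cryptate anti-cAMP antibody, cAMP-d2; 30 min, room temperature) in freshly harvested TSHR cells. Compounds added before TSH at EC80 (4nM final), followed by 2 hours' incubation at 37 deg C.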
TCR activator – activators of T cell receptors | Potency, µM (titrated, usually from 9.22 µM), inactives show at the highest dose activation of IL-2 secretion, actives largely listed as activators | AID 504894 | primary human leukocytes, anti-CD3, IL-2 HTRF, 48 h | 330,000 tested, under 10 active; further: % of control where 0% means no effect
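Compounds are tested in HTS on primary human leukocytes co-incubated with a-CD3 beads for 48 hr. IL-2 output is measured by time-resolved FRET.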
Eya2 phos inh – inhibitors of human Eya2 phosphatase activity; O00167; recombinant Eya2, OMFP fluorescence dephosphorylation (OMFP is methylfluorescein phosphate); Potency, µM (titrated, usually from 76.9 µM), without a hit: top-dose activity, negative = inhibition, hits mostly inhibitors; hit rate 0.006% among 330,000; AID 488837; further: potency means the concentration at half of the fitted maximal effect; on the % scale 0 is the no-effect control and ±100 the full control effect
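Eya2 (0.2 uM) preincubated 10 min at ambient with compound, then OMFP substrate added at 50 uM; 10 min reaction in 50 mM HEPES pH 7.5, 50 mM NaCl, 5 uM MgCl2, 0.05% BSA, 1 mM DTT. Fluorescence read at Ex 485/Em 525 nm.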
TRPV1 ag – activates the human vanilloid receptor TRPV1. activation, % at 8.33 µM. TRPV1-expressing cells, Fluo-8 calcium influx, agonist mode. hit rate 0.19% among 320,000; in the data active means activation above about 80%; inconclusive means between about 30% and that limit; further: 0% is about no effect
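TRPV1-expressing cells were cultured overnight at 35.5C and loaded with Fluo-8 calcium dye for 40 to 90 min at room temperature. After a 10 s baseline, compound was added and calcium influx was read kinetically for 3 min (ex 480/em 520 nm).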
USP2a block – inhibitors of human ubiquitin-specific protease USP2a | Potency, µM (series often up to 38.3 µM), for inactives: at the top dose activity change, negative = inhibition, actives largely listed as inhibitors | O75604 | USP2 core, Ub-CHOP2 coupled fluorogenic reporter, 485/531 | hit rate 0.01% among 330,000;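 further: potency means the concentration at half of the fitted maximal effect; plate controls were DMSO wells for no effect and full inhibition by NEM control for full effect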
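USP2 core (10nM final) preincubated 30min RT with compound in 20mM Tris-HCl pH 8.0, 2mM CaCl2, 2mM beta-mercaptoethanol, 0.05% CHAPS; 25nM Ub-CHOP2 plus 25nM reporter substrate added, fluorescence (Ex485/Em531) read after 60min.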
ELG1 DNA repair – ELG1-dependent DNA repair inhibition | Potency, µM (titrated, usually from 46.1 µM), without a hit: at the top dose activity change, negative = inhibition, usual class: inhibitors | HEK293T ELG1-luciferase reporter, luminescence, 16 h; DNA damage induced by 5-fluorouridine | hit rate 2.3% among 330,000; further: potency means the concentration at half of the fitted maximal effect; on the % scale 0 is the no-effect control and ±100 the full control effect; nearly all actives have a fitted effect of over 55% in size
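Overnight (16 hr) co-exposure of 2,000 cells/well to 5-fluorouridine and compound at 37 °C preceded detection. Luciferase was quantified via ONE-Glo luminescence; loss of signal denotes inhibition.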
KCNH2 WT inh – blocks the wildtype human KCNH2 potassium channel; U2OS, BacMam KCNH2, thallium flux FluxOr; hits give low values; hit rate 0.37% among 340,000; activity change, % at 1.84 µM;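 active means maximum activity change below -70%; inconclusive means maximum activity change between -70% and -50%; inactive means maximum activity change above -50%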; further: on the % scale 0 is the no-effect control and ±100 the full control effect
Target sequence (Q12809 whole entry, looked up): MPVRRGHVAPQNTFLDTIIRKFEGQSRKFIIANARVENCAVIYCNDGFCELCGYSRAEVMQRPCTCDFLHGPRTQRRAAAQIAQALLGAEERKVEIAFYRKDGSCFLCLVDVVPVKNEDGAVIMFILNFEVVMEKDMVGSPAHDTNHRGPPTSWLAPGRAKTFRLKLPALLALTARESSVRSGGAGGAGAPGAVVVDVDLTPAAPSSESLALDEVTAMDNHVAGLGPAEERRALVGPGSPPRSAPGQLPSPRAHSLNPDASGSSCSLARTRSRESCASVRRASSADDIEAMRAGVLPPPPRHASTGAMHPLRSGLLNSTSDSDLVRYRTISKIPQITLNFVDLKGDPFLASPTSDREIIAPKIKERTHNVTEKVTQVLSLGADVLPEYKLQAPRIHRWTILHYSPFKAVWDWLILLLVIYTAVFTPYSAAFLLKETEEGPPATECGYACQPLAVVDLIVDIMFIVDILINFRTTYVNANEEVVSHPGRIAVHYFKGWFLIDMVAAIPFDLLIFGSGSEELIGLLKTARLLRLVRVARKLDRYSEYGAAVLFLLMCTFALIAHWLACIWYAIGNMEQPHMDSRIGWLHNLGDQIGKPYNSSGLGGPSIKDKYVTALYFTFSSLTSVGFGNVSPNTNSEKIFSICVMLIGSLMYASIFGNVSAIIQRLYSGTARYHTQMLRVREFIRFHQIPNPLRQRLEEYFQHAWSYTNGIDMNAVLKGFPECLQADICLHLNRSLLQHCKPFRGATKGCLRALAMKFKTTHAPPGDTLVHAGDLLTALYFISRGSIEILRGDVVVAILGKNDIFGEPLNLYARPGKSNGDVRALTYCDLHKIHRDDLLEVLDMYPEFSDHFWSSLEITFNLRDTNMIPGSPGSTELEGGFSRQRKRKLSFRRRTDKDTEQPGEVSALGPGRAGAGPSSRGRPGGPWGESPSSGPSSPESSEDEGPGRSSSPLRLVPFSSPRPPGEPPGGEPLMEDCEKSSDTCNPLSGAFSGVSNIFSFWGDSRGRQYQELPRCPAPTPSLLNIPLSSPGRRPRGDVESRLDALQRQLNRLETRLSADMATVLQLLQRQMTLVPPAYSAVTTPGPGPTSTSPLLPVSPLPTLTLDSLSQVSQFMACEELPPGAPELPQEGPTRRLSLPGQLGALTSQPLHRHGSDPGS
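U2OS cells were transduced with wild-type KCNH2 virus (2.03 x 10^8 / mL) for 4 h at room temperature, then cultured overnight at 37 C. Thallium flux was read with FluxOr dye. Rate constants were normalized to DMSO controls.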
KCNH2 3.1 block – blocks the human KCNH2 3.1 channel isoform; U2OS KCNH2 3.1, thallium flux FluxOr; hits give low values; activity change, % (tested at about 1.8 µM); hit rate 0.95% among 340,000;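 active means maximum activity change below -70%; inconclusive means maximum activity change from -70% to -50%; inactive means maximum activity change above -50%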;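 further: thallium influx rate constant from kinetic fluorescence after stimulation buffer; on the % scale 0 is the no-effect control and ±100 the full control effect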
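Virally transduced U2OS (3.1 isoform, 4 h infection in dark at RT) → overnight 37 C → FluxOr + Red40 in HBSS/HEPES, 45 min → stimulation buffer, 2 min kinetic read → rate constant vs DMSO controls.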
Mito fusion yeast – mitochondrial division inhibition or fusion activation; S. cerevisiae fusion-defective mutant growth rescue, CellTiterGlo 48 h; Potency, µM (doses to about 46.1 µM), without a hit: at the top dose growth rescue (activation), hits mostly activators; hit rate 0.23% among 320,000; AID 485298;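 further: potency means the concentration at half of the fitted maximal effect; % of control where 0% means no effect; nearly all actives have a fitted effect of over 45% in size; temperature-sensitive fusion mutants such as fzo1-1 at 37 °C on non-fermentable ethanol glycerol medium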
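Compounds are tested for their ability to restore growth of mitochondrial fusion-defective yeast strains at non-permissive 37C in YPEG medium over 48 hours. Viability is quantified by luciferase luminescence.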
An asterisk follows results filed as active; i = inactive; ? = inconclusive; · = not tested or not shown; [ ] = remark or other dose. Unless noted, the call rests on the fitted dose curve; in most records, active means well fitted curve in the direction sought with a large enough effect; inconclusive means small, poorly fitted or top-dose-only effect, or another doubt; inactive means no such curve, though single readings can be large; an effect the other way counts as inactive or inconclusive. The list is partial (hit frequency here may not be typical).

Sequence of screens: Eya2 phos inh, ELG1 DNA repair, KCNH2 WT inh, TRPV1 ag, TCR activator, TSHR antagonist, Mito fusion yeast, KCNH2 3.1 block, USP2a block, AT treatment
1	Oc1ccccc1N=Nc1ccccc1O
    -9%, ?, 7, -1, 0%, 22, -5%, 5, -2%, 14%
2	O=C(CSc1ncn(-c2ccccc2)n1)Nc1nc(-c2ccccc2)cs1
    -1%, -3%, -2, 0, 5%[46.1 µM], -12, -3%, 0, 2%, 6%
3	O=C(NCCN1CCCCCC1)C1CCN(S(=O)(=O)N2CCOCC2)CC1
    -25%, 2%, 0, -3, 3%, 6, 2%, 23, 2%, 1%
4	CC(C)CNC(=O)C1c2ccccc2Oc2ccccc21
    0%, -5%, 0, 0, -1%, 14, 10%, -2, 1%, 1%
5	O=C1C2C3C=CC(C4CC34)C2C(=O)N1/N=C/c1c[nH]c2ccccc12 (stereo not drawn)
    -18%, ?, -21, -6, -6%, -10, 7%, 13, 1%, -1%
6	CC(C)N(Cc1nnc(-c2ccccc2Br)o1)C(=O)c1cc(Cl)nc2ccccc12
    14%, ?, 1, 9, 8%, -5, 22%, -7, 2%, 1%
7	CCCC(=N)C1=C(O)CC(CC(C)SCC)CC1=O (stereo not drawn)
    -7%, ?, -1, ?, -3%, 3, 8%, 22, -1%, 3%
8	COCCN(C(=O)CSc1cc(C)c2ccccc2n1)c1c(N)n(CC(C)C)c(=O)[nH]c1=O
    0%, 6%, -19, 0, -1%, 53, -2%, 15, -1%, ?
9	CC1CCN(CC(=O)Nc2cccc(C(=O)Nc3cccc(C(F)(F)F)c3)c2)CC1
    -4%, ?, i, 3, 3%[46.1 µM], 5, -7%, -27, 2%, 1%
10	O=C1CCCN2N=C(SCC(=O)Nc3ccc([N+](=O)[O-])cc3)SC2=N1
    -4%, -1%, -9, -1, -5%, -13, -13%, -6, 0%, 3%
11	CCOC(=O)c1c(-c2ccco2)csc1NC(=O)COC(=O)c1cnccn1
    -26%, 3%, -3, -1, -2%, -1, 11%, 3, 1%, 2%
12	C/C(CCc1ccc2c(c1)OCO2)=N\N=C(/N)SC1CC(=O)N(c2ccc(Cl)cc2)C1=O (stereo not drawn)
    -18%, -1%, -4, -1, 0%, -9, -2%, -7, -1%, 0%
13	COc1cccc(-n2c(N)c(C(=O)Nc3c(C)n(C)n(-c4ccccc4)c3=O)c3nc4ccccc4nc32)c1
    -11%, 0%, 3, -8, 7%, 8, -4%, -2, -5%, 15%
14	CC(/C=C1\SC(=S)N(NC(=O)c2ccccc2C)C1=O)=C\c1ccccc1
    0%, 3%, -3, 2, 2%[46.1 µM], 2, 20%, -16, 3%, -2%
15	CCc1cc(C(=O)Cc2cnn(-c3ccccc3)c2)c(O)cc1O
    8%, -2%, -19, -4, 0%, -14, 4%, 3, -9%, 6%
16	Cc1ccc(NC(=O)CN2CCC(NC(=O)C3CCCCC3)CC2)c(Br)c1
    -4%, ?, 15, 0, 1%[46.1 µM], -8, -2%, 5, 3%, 2%
17	Cc1ccsc1CNS(=O)(=O)c1ccc(F)cc1
    6%, 12%, -8, -3, -2%, 9, 1%, -13, -5%, 8%
18	COCCOc1cc(-n2ccnc2SC)c(Cl)cc1Cl
    -16%, 11%, -5, 2, -5%, -7, 13%, 0, 4%, -4%
19	COC(=O)c1scc(S(=O)(=O)C(C)(C)C)c1-n1cccc1
    2%, -2%, 3, -3, 1%, -2, -2%, 10, 2%, -1%
20	CCC(c1nc2ccccc2c(=O)n1CCN1CCOCC1)N1C(=O)c2ccccc2C1=O (stereo not drawn)
    -26%, -13%, 12, 0, -1%, -10, 3%, -10, 5%, -1%

Record cards, from the list above.
Oc1ccccc1N=Nc1ccccc1O as listed: Eya2 phos inh = -9%; ELG1 DNA repair = ?; KCNH2 WT inh = 7; TRPV1 ag = -1; TCR activator = 0%; TSHR antagonist = 22; Mito fusion yeast = -5%; KCNH2 3.1 block = 5; USP2a block = -2%; AT treatment = 14%
CC1CCN(CC(=O)Nc2cccc(C(=O)Nc3cccc(C(F)(F)F)c3)c2)CC1 as listed: Eya2 phos inh = -4%; ELG1 DNA repair = ?; KCNH2 WT inh = i; TRPV1 ag = 3; TCR activator = 3%[46.1 µM]; TSHR antagonist = 5; Mito fusion yeast = -7%; KCNH2 3.1 block = -27; USP2a block = 2%; AT treatment = 1%

Next compounds
Sequence of screens: Eya2 phos inh, ELG1 DNA repair, KCNH2 WT inh, TRPV1 ag, TCR activator, TSHR antagonist, Mito fusion yeast, KCNH2 3.1 block, USP2a block, AT treatment
21	CCCCCn1c(CN2CCN(CCO)CC2)nc2c1c(=O)n(C)c(=O)n2C
    -33%, 4%, -3, 1, 1%, 28, 1%, -2, 0%, -1%
22	O=C(CCc1ccccc1)Nc1ccc2c(c1)OCO2
    5%, ?, -2, ?, 3%, 11, 4%, 13, 2%, -3%
23	Cc1ccc(C(=O)NCC(=O)OCC(=O)c2ccc(C)c([N+](=O)[O-])c2)cc1
    1%, 13%, 7, 2, -8%[46.1 µM], 11, -2%, 0, 5%, -11%
24	CCCCCCCCNC(=O)c1cnccn1
    -9%, 8%, -3, ?, -5%[46.1 µM], 0, 12%, 9, 3%, 1%
25	CCCCC(=O)N1CCN(c2nc3ccc(Cl)cc3s2)CC1
    7%, ?, 14, 11, 2%, -25, 0%, 0, 0%, 4%
26	COc1ccc(NC(=O)CCCSc2ccccc2)cc1
    2%, 18%, -1, 0, 2%, 20, -2%, -3, -2%, -8%
27	CCOC(=O)[C@H]1[C@H]2COc3ccc(C)cc3[C@@H]2N2C(=O)c3cc(Cl)ccc3NC(=O)[C@@]12C
    -1%, -18%, 6, 82*, 2%, -16, 22%, -16, -1%, -7%
28	CCOC(=O)N1CCN(CC(=O)Nc2ccc(F)c(F)c2)CC1
    -7%, 14%, -8, 3, -5%, 12, 5%, -38, 2%, -1%
29	Cc1ccn2c(c1)nc(=S)n2C(=O)c1ccco1
    4%, ?, ·, -2, 3%[46.1 µM], 1, -2%, ·, 5%, 1%
30	COC(=O)c1ccc(C(=O)OC)c(NC(=O)COC(=O)c2ccccc2OC)c1
    1%, -5%, 2, 5, -4%[46.1 µM], 18, 1%, 10, 1%, 4%
31	COc1ccc(Cc2nnc(SCC(=O)N3CCCC3)o2)cc1
    2%, ?, -20, -1, -3%, -13, -7%, 20, 2%, 3%
32	CCOC(=O)C1=C(C)N(c2nonc2NC(C)=O)C(N)=C(C#N)C1c1ccccc1F (stereo not drawn)
    16%, -13%, 7, -2, -13%, -14, -3%, -20, 0%, -2%
33	COc1ccc(/C=N/NC(=O)c2cccc(NC(=O)c3ccccc3Cl)c2)cc1
    1%, ?, -1, 1, -1%, -24, -3%, -9, 1%, 4%
34	COc1ccc(-c2nc3n(c2Br)CCC3)cc1
    -19%, ?, -4, 1, -10%, -2, 0%, -5, -9%, -2%
35	Cc1cc(C)n(CC(=O)NC2CCCCC2)n1
    18%, 5%, 3, -3, ·, 9, -2%, 0, 2%, 2%

Some of the entries so far, in transposed form:
11. CCOC(=O)c1c(-c2ccco2)csc1NC(=O)COC(=O)c1cnccn1
33. COc1ccc(/C=N/NC(=O)c2cccc(NC(=O)c3ccccc3Cl)c2)cc1
29. Cc1ccn2c(c1)nc(=S)n2C(=O)c1ccco1
19. COC(=O)c1scc(S(=O)(=O)C(C)(C)C)c1-n1cccc1
30. COC(=O)c1ccc(C(=O)OC)c(NC(=O)COC(=O)c2ccccc2OC)c1

| assay / compound | 11 | 33 | 29 | 19 | 30 |
| --- | --- | --- | --- | --- | --- |
| Eya2 phos inh | -26% | 1% | 4% | 2% | 1% |
| ELG1 DNA repair | 3% | ? | ? | -2% | -5% |
| KCNH2 WT inh | -3 | -1 | · | 3 | 2 |
| TRPV1 ag | -1 | 1 | -2 | -3 | 5 |
| TCR activator | -2% | -1% | 3%[46.1 µM] | 1% | -4%[46.1 µM] |
| TSHR antagonist | -1 | -24 | 1 | -2 | 18 |
| Mito fusion yeast | 11% | -3% | -2% | -2% | 1% |
| KCNH2 3.1 block | 3 | -9 | · | 10 | 10 |
| USP2a block | 1% | 1% | 5% | 2% | 1% |
| AT treatment | 2% | 4% | 1% | -1% | 4% |

Screening results from PubChem BioAssay.
